HCV inhibitor – inhibitors of hepatitis C virus infection | Huh7.5.1 HCVcc-Cre infection, luciferase reporter, 44 h | Potency, µM (titrated, usually from 41.8 µM), without a hit: at the top dose activity change, negative = inhibition, most hits filed as inhibitors | 3.4% of 340,000 active; also: potency is read from the fitted curve at half-maximal effect; % is scaled to controls: 0 for no effect and ±100 for the full control effect
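After 44 h co-culture of compound, cells and HCVcc-Cre (~0.5 moi), substrate is added for 15 min at room temperature and luciferase measured over 15 sec. Cells were seeded at 1,000/well and pre-cultured 4 h.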
Cycloheximide cs – counter-screen for Shiga toxin inhibitors: cycloheximide protein synthesis inhibition. cell reporter, cycloheximide protein synthesis inhibition counterscreen. max response, %. 12% of 300,000 active. AID 2314; in the data active = max response mostly above about 13%, no sharp cut-off; inactive = mostly below about 14%; also: read at 38.3 µM for the half of the compounds with a filed dose; 0% is about no effect
Pf growth 96h – P. falciparum growth inhibition at 96 hours; P. falciparum luciferase reporter growth, 96 h; Potency, µM (titrated, usually from 28.7 µM), without a hit: top-dose activity change, negative = inhibition, actives largely listed as inhibitors; 6.9% of 320,000 active; AID 504834; also: potency is read from the fitted curve at half-maximal effect; % is scaled to controls: 0 for no effect and ±100 for the full control effect
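P. falciparum expressing integrated firefly luciferase, in erythrocytes at 2% hematocrit, 0.05% parasitemia, incubated with compounds 96 h at 37 C, 5% CO2. Growth inhibition read as loss of luminescence; two-generation exposure targets delayed-death apicoplast inhibitors.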
Shiga toxin inh – inhibitors of Shiga toxin in Vero cells. Vero cells, Shiga toxin protein synthesis inhibition reporter. inhibition, % at 38.7 µM. 9.2% of 290,000 active. AID 2315; in the data active = inhibition mostly above about 28%, no sharp cut-off; inactive = mostly below about 43%; also: 0% is about no effect
FBPA Giardia inh – blocks Giardia fructose-bisphosphate aldolase activity; purified Giardia FBPA; A8B2U2; 0.71% of 290,000 active; Potency, µM (series often up to 59.6 µM), for inactives: at the top dose activity, negative = inhibition, usual class: inhibitors; AID 2451; also: potency is read from the fitted curve at half-maximal effect; % is scaled to controls: 0 for no effect and ±100 for the full control effect; nearly all actives have a fitted effect of over 55% in size
Target sequence (A8B2U2 whole entry, looked up): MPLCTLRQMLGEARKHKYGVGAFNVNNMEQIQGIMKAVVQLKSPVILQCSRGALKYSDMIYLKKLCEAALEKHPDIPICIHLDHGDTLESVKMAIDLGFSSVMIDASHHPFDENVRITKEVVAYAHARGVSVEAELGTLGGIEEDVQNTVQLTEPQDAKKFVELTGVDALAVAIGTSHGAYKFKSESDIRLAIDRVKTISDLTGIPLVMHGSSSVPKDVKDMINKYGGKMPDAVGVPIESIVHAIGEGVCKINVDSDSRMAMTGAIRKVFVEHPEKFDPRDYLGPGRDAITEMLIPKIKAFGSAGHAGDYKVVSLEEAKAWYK
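40 nM FBPA preincubated 10 min at RT with compound (up to 57.5 uM final), then substrate plus GAPDH/TPI/NAD/arsenate coupling and diaphorase/resazurin added. Fluorescence read after 20 min at RT, 525/598 nm.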
Pf growth 48h – P. falciparum growth inhibition at 48 hours (one generation); P. falciparum luciferase growth in erythrocytes, 48 h; Potency, µM (doses to about 28.7 µM), for the others: at the highest dose activity change, negative = inhibition, most hits filed as inhibitors; 5.9% of 310,000 active; AID 504832; also: potency is read from the fitted curve at half-maximal effect; % is scaled to controls: 0 for no effect and ±100 for the full control effect
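Parasite viability was followed by luminescence of a genomically integrated firefly luciferase. Cultures held 0.1% parasitemia at 2% hematocrit (final), incubated under 5% CO2 at 37 C.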
Numbers without * were called inactive; ? = inconclusive; / = no result given; & = joins results of further samples; [ ] = remark or other dose. Unless noted, calls follow the shape of the dose curve; as a rule, active = well fitted curve in the direction sought with a large enough effect; inconclusive = small, poorly fitted or top-dose-only effect, or another doubt; inactive = no such curve, though single readings can be large; an effect the other way counts as inactive or inconclusive.

SMILES	HCV inhibitor	Cycloheximide cs	Pf growth 96h	Shiga toxin inh	FBPA Giardia inh	Pf growth 48h
C=CCn1c(Cc2ccc(OC)cc2)nnc1SCc1nc2ccccc2c(=O)[nH]1	-2%	-2	28%	-7	-11%	-8%
Cc1ccc(OC(=O)c2cccc(S(=O)(=O)N(C)C)c2)c(-n2nc3ccccc3n2)c1	-13%	64*	220%[activator]	73*	0%	/
CC1(c2ccccc2)NC(=O)N(CC(=O)N2CCN(S(=O)(=O)c3ccccc3[N+](=O)[O-])CC2)C1=O (stereo unspecified)	20%	1	32%[activator]	-4	/	-14%
COc1ccc(CNC(=O)COC(=O)C(CCSC)NC(=O)c2ccco2)cc1OC (stereo unspecified)	15%	/	-13%	/	/	-26%
O=C(Nc1ccnn1C1CCN(CC2CC=CCC2)CC1)c1ccccc1Cl (stereo unspecified)	1%	-6	3%	-8	3%	?
COC(=O)c1ccc(/C=N/Nc2nc(-c3ccccc3)cs2)cc1	-2%	14	-25%	3	0%	18%
Brc1ccc(OCc2nnc3n2CCC3)cc1	3%	9	22%	-5	0%	12%
Cc1cc(C(=O)NNC(=O)COc2ccccc2Cl)n[nH]1	-1%	-3	?	-3	0%	26%
CN(Cc1ccc2nonc2c1)Cc1nc(Cc2cccc(F)c2)no1	-21%	14	13µM*	2	0%	?
Nc1nonc1-n1nnc(C(=O)N/N=C/c2ccc(Cl)cc2Cl)c1CN1CCCC1	14%	5	1%	2	-9%	13%
Cc1nc(-c2cccc(NC(=O)C3CCCCC3)c2)cs1	?	9	?	36*	0%	-1%
CS(=O)(=O)N1CCN(c2ccc(NC(=S)NC(=O)c3ccccc3[N+](=O)[O-])cc2)CC1	13µM*	9	24%	-9	-4%	22%
O=C(O)C1CC(=O)N(c2ccc(F)c(F)c2)C1 (stereo unspecified)	0%	-1	/	-8	7%	4%
O=C1CC(c2ccccc2)CC(O)=C1C=NCc1ccncc1 (stereo unspecified)	17%	-1	12µM*	-15	4%	9%
Cc1cccc2sc(N(CCCN(C)C)C(=O)CCc3ccccc3)nc12	10µM*	-5	1.9µM*	-12	-2%	?
Cc1cc(C(=O)N2CCN(c3ccccc3O)CC2)c(C)o1	-2%	/	?	/	/	?
CCOC(=O)c1nnn(-c2nonc2N)c1COc1ccc(F)cc1	13%	-1	/	-13	1%	/
O=C(CSc1nc2ccccc2c(=O)n1Cc1ccccc1)NCc1ccco1	?	2	?	-3	6%	-19%
Cc1nc([N+](=O)[O-])c(N2CCN(Cc3ccccc3)CC2)n1Cc1ccccc1	-7%	-5	17µM*	-13	5%	/
O=C(O)CCc1ccc(-c2cccs2)n1Cc1ccco1	21%	-2	-5%	-4	17%	-6%

Single records (already shown). Order of screens: HCV inhibitor | Cycloheximide cs | Pf growth 96h | Shiga toxin inh | FBPA Giardia inh | Pf growth 48h
Listed for Cc1nc([N+](=O)[O-])c(N2CCN(Cc3ccccc3)CC2)n1Cc1ccccc1 : -7% | -5 | 17µM* | -13 | 5% | /
Listed for Nc1nonc1-n1nnc(C(=O)N/N=C/c2ccc(Cl)cc2Cl)c1CN1CCCC1 : 14% | 5 | 1% | 2 | -9% | 13%
Listed for Cc1cc(C(=O)N2CCN(c3ccccc3O)CC2)c(C)o1 : -2% | / | ? | / | / | ?
Listed for Cc1cc(C(=O)NNC(=O)COc2ccccc2Cl)n[nH]1 : -1% | -3 | ? | -3 | 0% | 26%

Further entries
SMILES	HCV inhibitor	Cycloheximide cs	Pf growth 96h	Shiga toxin inh	FBPA Giardia inh	Pf growth 48h
Cc1cc(=O)n2nc(N3CCCC(C(=O)NCCC4=CCCCC4)C3)sc2n1 (stereo unspecified)	1%	1	?	31	-2%	-24%
COCCCN(C(=O)CCOc1ccc(C)cc1)c1c(N)n(Cc2ccccc2)c(=O)[nH]c1=O	7%[8.37 µM]	/	2%	/	/	-7%
CC(C)(C)n1nc(-c2ccc(F)cc2)c2c(N)ncnc21	-16%	-4	15µM*	-9	3%	12µM*
CC(=O)N(CCC(Cc1ccccc1)c1ccco1)Cc1ccco1 (stereo unspecified)	11µM*	1	?	12	3%	?
CC(=N\Nc1ccccc1)/C(=N/O)C(=O)Nc1ccccc1	9%	-2	62%[activator]	-17	-1%	25%
C/C(=N\NC(=O)c1ccc(Cn2cc(Br)cn2)o1)c1ccc(NC(=O)c2ccoc2C)cc1	7.1µM*	39*	?	65*	5%	?
CCOc1ccc(CN(Cc2ccco2)C(c2cccs2)c2nnnn2C(C)(C)C)cc1 (stereo unspecified)	?	14	6%[5.75 µM]	30	-1%	3.3µM*
O=C1CC[C@@H](CN(Cc2ccccn2)Cc2nc(-c3ccc(C(F)(F)F)cc3)no2)N1	14%	-2	0%	-5	-2%	?
O=C(NN=C1CCCC1)c1cc(O)cc(O)c1	19%	5	?	-30	/	19%
Cn1c(SCC(=O)NCc2ccc3c(c2)OCO3)nnc1-c1cc2ccccc2cc1O	?	-4	/	-7	-10%	-7%
COc1ccc2c(c1)CCCC21NC(=O)NC1=O (stereo unspecified)	22%	-3	-20%	-6	1%	8%
O=C(O)c1cc(-c2ccccc2)nc(-c2ccccc2)c1	16%	/	?	/	/	-4%
COc1cc2c(cc1NC(=O)C(C)N1CCN(S(=O)(=O)c3ccc(C)c(C)c3)CC1)oc1ccccc12 (stereo unspecified)	9%	-1	3.3µM*	-10	2%	/
Cc1cc(C)n(-c2nc3sc4c(c3c3nnc(SCC(N)=O)n23)CC(C)(C)OC4)n1	-6%&-12%	1	?	1	4%	?
Nc1ccc(C(=O)N2CCCC2)cc1CS(=O)(=O)c1ccc(Cl)cc1	-10%	1	8%	3	7%	0%
CC(C)(O)[C@H](O)COc1c2occc2cc2ccc(=O)oc12	-13%[8.37 µM]	-4	9%	1	-13%	8%
Nc1ncnc2nc(SCC(=O)Nc3cccc(C(F)(F)F)c3)[nH]c12	6%	-3	2%	-6	/	14%
O=C(CSc1nnc(-c2cccs2)n1-c1ccccc1)NCc1ccc2c(c1)OCO2	?	-3	/	-25	3%	-13%
COC(=O)c1c(NC(=O)CC2SC(N)=NC2=O)sc2c1CCC(C)C2 (stereo unspecified)	?	-1	3.7µM*	-11	3%	5%
CC(=O)c1cccc(NC(=O)NCc2cccnc2)c1	29%	-1	-13%	9	6%	24%
Cc1cc(C(=O)N/N=C/c2ccc([N+](=O)[O-])s2)c2ccccc2n1	11µM*	-2	6%	1	/	4.7µM*
NS(=O)(=O)c1ccc(NC(=O)COC(=O)c2ccc([N+](=O)[O-])s2)cc1	-12%	-1	-11%	-3	-7%	11%
COC(=O)c1sc2nc3c(cc2c1N)COC(C)(C)C3	-13%	80*	22%	198*	-7%	173%[activator]
O=C(CN(Cc1ccco1)C(=O)c1ccc(Cl)cc1)Nc1c(Cl)cc(Cl)cc1Cl	?	-1	?	-13	1%	-6%
O=C(CN1CCOCC1)NCC12CC3CC(CC(C3)C1)C2	11%	-1	6%	-18	-7%	27%
O=c1c2ccccc2[nH]c(=S)n1CCN1CCN(Cc2ccccc2)CC1	-10%	-3	/	10	-5%	-18%
Cc1cc(NS(=O)(=O)c2ccc(NS(=O)(=O)c3cc(C)c(Cl)cc3Cl)cc2)no1	6%	-3	36%[activator]	4	/	-9%
Cc1cccn2c(=O)c3cc(S(=O)(=O)c4ccc(Br)cc4)c(=N)n(C4CCCC4)c3nc12	?	-13	?	-11	2%	?
Cc1ccc(NC(=O)CCN2CCN(CCO)CC2)cc1Br	14%	1	5%	3	-15%	-4%
CCOc1ccc(S(=O)(=O)N(CCO)CCO)cc1-c1nc2c(C(C)(C)C)nn(C)c2c(=O)[nH]1	-14%	3	/	-5	0%	?
CCN1CCN(S(=O)(=O)c2ccc(Cl)c(C(=O)Nc3ccc(OC(F)F)cc3)c2)CC1	-14%	1	?	-6	/	11%
CN(C)CCCN(C(=O)c1ccc2c(c1)CCCC2)c1nc2ccc(Cl)cc2s1	7.9µM*	-8	1.9µM*	-3	-11%	8.3µM*
COc1ccc(NC(=O)CSc2ccccc2)cc1S(=O)(=O)N1CCOCC1	-12%	1	12µM*	22	/	-14%
Cc1nn(C)c(C)c1CNC(=O)/C=C/c1ccccc1F	?	-5	1%	-8	1%	44%[activator]
COc1ccc(CCN2C(=O)NC(NC(=O)CC(C)C)(C(F)(F)F)C2=O)cc1OC (stereo unspecified)	24%	-3	-14%	-5	-1%	-19%
C/C(=N\NC(=O)c1ccncc1)C12CC3CC(CC(C3)C1)C2	5%	10	1%	11	4%	-14%
OC12CCCCC1C(c1ccc3c(c1)OCO3)N(Cc1ccc(F)cc1)CC2 (stereo unspecified)	-20%	-2	9.3µM*	24	1%	13µM*
COC(=O)c1sccc1-c1ccc(/C=N/OC(=O)c2cccs2)o1	?	-1	58%[activator]	-7	-8%	?
Cc1cc(=O)n2c(sc3ccccc32)c1C#N	-18%	-2	48%[activator]	1	5%	19%
O=S(=O)(c1ccc(S(=O)(=O)N2CCCC3(CCCCC3)C2)cc1)N1CCCCC1	8%	1	?	18	1%	-3%

The final two records of the section before lead into the next:
SMILES	HCV inhibitor	Cycloheximide cs	Pf growth 96h	Shiga toxin inh	FBPA Giardia inh	Pf growth 48h
Cc1cc(=O)n2c(sc3ccccc32)c1C#N	-18%	-2	48%[activator]	1	5%	19%
O=S(=O)(c1ccc(S(=O)(=O)N2CCCC3(CCCCC3)C2)cc1)N1CCCCC1	8%	1	?	18	1%	-3%
Cn1nnnc1SCC(=O)Nc1ccccc1C(=O)NCc1ccccc1	-2%	-2	-8%	-6	-1%	0%
CCOC(=O)C1=C(c2ccccc2)OC(N)=C(C#N)C1c1cccnc1 (stereo unspecified)	12%	16	?	18	-5%	-10%
CCCOc1ccc(C(=O)NCCO)cc1	12%	7	/	22	1%	22%
CCOc1cc(/C=N/N=C(\N)c2nonc2N)cc(Br)c1OCc1cccc2ccccc12	?	-2	/	-11	1%	-2%
CCOC(=O)N1CCN(C(=O)Cc2cccs2)CC1	12%	-6	13%	13	3%	14%
CCOC(=O)COc1ccc2c(=O)cc(-c3ccccc3)oc2c1	-5%	9	42%[activator]	19	5%	65%[activator]
COc1ccc(-c2noc(CCC(=O)N3CCN(c4cc(C)ccc4C)CC3)n2)cc1	-2%	-7	81%[activator]	-18	8%	8%
COc1ccc(CCNC(=O)CN2C(=O)C(=O)N(C3CCCC3)C2=O)cc1OC	6%	/	1%	/	/	3%
Cc1cc(C)cc(NC(=O)CN(C)S(=O)(=O)c2cnc[nH]2)c1	11%	-1	/	-1	-2%	-3%
Cc1cccnc1NC(=O)C(c1ccccc1)c1ccccc1	7%	5	29%	-2	6%	16%
COc1ccccc1N1CCN(C(=O)c2ccc(CN3CCOCC3)cc2)CC1	19%	-3	-3%	-3	2%	-9%
Cc1ccc(NC(=O)NCCN2CCN(c3ccccc3)CC2)cc1Cl	-16%	-2	40%[activator]	0	4%	-3%
Cc1cccc(/C=C\c2nc3ccccc3c(=O)[nH]2)c1	-20%	70*	-41%	93*	5%	39%[activator]
COc1ccccc1N(C(=O)c1snc(C(N)=O)c1N)C(C(=O)NC1CCCC1)c1ccc(N(C)C)cc1 (stereo unspecified)	-18%	-5	5%	-2	-7%	13µM*
CN(C)CCN(C(=O)/C=C/c1cccs1)c1nc2ccc(F)cc2s1	-19%	4	10µM*	6	-4%	-23%
C#CC(C)(CC)NC(=O)Cn1nnc(-c2cccc(C(F)(F)F)c2)n1 (stereo unspecified)	7%	2	-36%	1	-1%	-11%
Cc1ccc(CNC(=O)/C=C/c2ccc(Br)o2)cc1	-23%	4	0%	-5	0%	5%
CCC1CCCCN1CCCNC(=O)CNC(=O)c1nn(-c2ccc(OC)cc2)c(=O)c2ccccc12 (stereo unspecified)	-8%	0	?	3	-2%	?
